SUMO Mot1 rescue – inhibitors of SUMOylation pathway: yeast Mot1-301 growth rescue; S. cerevisiae Mot1-301 growth rescue, ATP luminescence, 38.5C; percent above DMSO median, 100 means doubled; growth rescue, % at 18.8 µM; hit rate 1% among 320,000; AID 2716;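 active means every valid replicate shows activation above 250% relative to neutral control wells; inactive means the rest, any valid replicate at or below 250%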;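 further: OY570 slx delta 5 strain wells were the positive control but not used for scaling; some compounds called inactive have numbers as strong as hits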
dFosB activator – mouse delta FosB homodimer activation; P13346; purified delta FosB, TAMRA-CDK5 oligo fluorescence polarization; percent of positive-control signal above neutral wells; activation, % at 25 µM; hit rate 0.99% among 340,000;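 active means mean activation above about 17%, with every replicate also reaching it, limit read from the data, passing the limit was not always enough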;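 further: fluorescence polarization rise as delta FosB binds a TAMRA Cdk5 AP-1 oligo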
SR-BI HDL uptake – mouse SR-BI HDL lipid transfer inhibition. ldlA[mSR-BI] CHO cells, DiI-HDL uptake fluorescence, 3 h. inhibition, % at 12.5 µM. AID 488896. hit rate 0.96% among 320,000. Q61009;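 active means mean replicate inhibition of at least 70% and a set share of replicates each scoring 70 or more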;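 further: 0% = median of neutral control wells and 100% = median of positive control wells; values of inactives mirror those of a sister screen read the other way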
Target sequence (Q61009 whole entry, looked up): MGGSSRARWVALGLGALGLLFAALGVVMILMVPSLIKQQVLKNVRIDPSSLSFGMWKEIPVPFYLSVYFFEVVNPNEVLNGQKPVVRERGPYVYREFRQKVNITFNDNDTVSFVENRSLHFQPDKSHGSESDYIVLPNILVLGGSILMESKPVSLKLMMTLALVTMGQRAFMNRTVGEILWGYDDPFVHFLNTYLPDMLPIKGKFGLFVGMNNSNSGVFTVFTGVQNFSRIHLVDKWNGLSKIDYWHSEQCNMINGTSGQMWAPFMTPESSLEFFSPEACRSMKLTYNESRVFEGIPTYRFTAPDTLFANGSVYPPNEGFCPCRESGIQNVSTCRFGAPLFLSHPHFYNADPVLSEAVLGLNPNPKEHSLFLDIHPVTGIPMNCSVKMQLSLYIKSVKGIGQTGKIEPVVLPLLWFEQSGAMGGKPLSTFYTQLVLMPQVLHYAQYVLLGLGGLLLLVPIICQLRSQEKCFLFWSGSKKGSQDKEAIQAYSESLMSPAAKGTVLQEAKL
MITF act – activators of MITF-driven TRPM1 promoter activity in SK-MEL-5 cells; activation, % at 12.5 µM; AID 588334; hit rate 0.75% among 300,000; SK-MEL-5 TRPM1-promoter luciferase, 24 h; % of positive control, neutral wells = 0;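 active means mean activation of at least 80% with every replicate also reaching 80%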;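 further: 0% = neutral control wells and 100% = parthenolide positive control wells; values of inactives mirror those of a sister screen read the other way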
Arrestin-AP2 inh – inhibitors of human beta-arrestin and AP2 interaction; FITC-arrestin peptide / GST-AP2 beads, flow cytometry; AP2 beta2 appendage carries R879A mutation; inhibition, % at 10 µM; hit rate 0.31% among 340,000;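 active means inhibition above a set limit, near 3 SD of compounds lacking own fluorescence, cut at about 54% in these data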;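 further: plate controls were DMSO wells for no effect and 5 µM unlabelled arrestin peptide for full effect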
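Material – AP2 appendage R879A on GSH beads · Buffer or medium – PBS with 0.05% Tween 20 and 0.1% BSA · Probe or stimulus – fluorescein-tagged arrestin peptide at 50 nM final · Incubation – compound with beads 12 min RT, then probe 1 h RT · Detection – high-throughput flow cytometry of beads, ex 488, em 535 nm · Evaluation – percent response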
PKA-R2B activ – PKA-R2B complex activation; P22694+P31323; PKA-R2B holoenzyme dissociation, Cy5-IP20 fluorescence polarization; R2B truncated from residue 108, S112A mutant; 0% DMSO only, 100% 113 µM cGMP; activation, % at 11.4 µM; hit rate 0.079% among 340,000;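 active means activation above a cutoff set at the mean over all compounds plus 3 SD, cut at about 18% in these data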;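 further: higher means more holoenzyme dissociation and a rise in polarization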
Target sequence (P31323 whole entry, looked up, other chains not shown, the tested form may be a part): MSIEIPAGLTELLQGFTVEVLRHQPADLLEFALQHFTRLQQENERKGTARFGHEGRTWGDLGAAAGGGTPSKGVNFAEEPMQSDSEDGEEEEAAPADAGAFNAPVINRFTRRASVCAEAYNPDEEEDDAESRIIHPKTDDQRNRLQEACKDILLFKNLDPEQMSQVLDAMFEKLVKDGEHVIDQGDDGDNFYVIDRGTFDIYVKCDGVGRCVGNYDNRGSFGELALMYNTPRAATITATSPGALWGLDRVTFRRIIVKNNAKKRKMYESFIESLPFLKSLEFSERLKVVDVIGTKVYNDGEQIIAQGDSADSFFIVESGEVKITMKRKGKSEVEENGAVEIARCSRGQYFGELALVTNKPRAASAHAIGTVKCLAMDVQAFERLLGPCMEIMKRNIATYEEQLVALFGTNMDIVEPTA
DSG3 Ab inh – blocks pemphigus antibody binding to human desmoglein-3; P32926; DSG3-coupled beads, scFv-anti-DSG3-GFP binding, flow cytometry; stronger effect = lower value; binding (percent of control), % at 10 µM; hit rate 0.48% among 310,000;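 active means binding more than 3 SD below its plate's average and above zero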; further: some compounds called inactive have numbers as strong as hits
SR-BI uptake up – enhances SR-BI lipid uptake from DiI-HDL; CHO ldlA[mSR-BI] cells, DiI-HDL uptake fluorescence, 3 h; 100 = double the neutral-control signal; AID 504775; activation, % at 12.5 µM; hit rate 0.096% among 320,000;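 active means mean replicate activation of at least 60% and every replicate at or above 60%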;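 further: 0% = median plate neutral-control signal and 100% = twice that signal; values of inactives mirror those of a sister screen read the other way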
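Material: SR-BI-overexpressing, LDLR-lacking CHO cells | Dosing: Single compound concentration, delivered by pin transfer | Probe or stimulus: Labelled HDL, 10 µg/mL | Signal: Bottom-read cell fluorescence after medium removal, ex 550/em 595 nm | Schedule: 3 h, 37 °C | Evaluation: HDL uptake via cellular fluorescence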
PKA-R1A act – activates the PKA-R1A holoenzyme complex; activation, % at 11.4 µM; PKA-R1A dissociation, Cy5-IP20 fluorescence polarization; scaled: DMSO 0%, 113 µM cGMP 100%; hit rate 0.083% among 340,000; P00514+P68181;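 active means percent activation above the mean of all tested compounds plus 3 SD, cut at about 19% in these data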;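 further: higher means more PKAc released from R1A so a rise in polarization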
CDK5 p35 inh – inhibitors of human CDK5/p35 kinase; Q00535+Q15078; Recombinant CDK5/p35, ADP-Glo luminescence, 60 min; inhibition, % at 10 µM; hit rate 0.01% among 330,000; AID 488839;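 active means highest replicate inhibition of at least 50% and at least 75% of replicates reaching 50%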;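 further: plate controls were DMSO neutral control for no effect and GW8510 at 10 µM for full effect; many of its hits are not listed in these tables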
NSD2 HMT inh – NSD2 (human) methyltransferase inhibition; O96028; NSD2 peptide methylation, AlphaScreen, 120 min; inhibition, % at 12.5 µM; hit rate 0.54% among 310,000; AID 743445; in the data active means inhibition above about 50%
* marks the source's active call; other numbers are inactive results; · = no result given.

smiles	SUMO Mot1 rescue	dFosB activator	SR-BI HDL uptake	MITF act	Arrestin-AP2 inh	PKA-R2B activ	DSG3 Ab inh	SR-BI uptake up	PKA-R1A act	CDK5 p35 inh	NSD2 HMT inh
CC1CC(=O)Nc2ccccc2N1C(=O)CSc1nnnn1C (configuration not stated)	12.1	3.8	-4.4	2.8	-16.0	-0.6	99.6	4.4	5.2	2.1	0.0
O=c1ccc(-c2ccc([N+](=O)[O-])cc2)nn1-c1ccccc1	-3.4	1.5	11.5	35.9	3.1	-5.5	100.2	-11.5	-4.5	-3.9	-1.6
CCC(CN(C)C)Oc1cc(NCc2ccccc2)c2ncn(C(C)C)c2c1 (configuration not stated)	·	15.6	-17.6	-51.1	8.3	-9.8	114.0	17.6	-0.8	0.3	·
CCn1c(SCC(=O)Nc2cc(C)on2)nnc1-c1ccc(S(=O)(=O)N2CCN(C)CC2)cc1	-18.0	1.0	-47.6	-7.0	0.8	10.6	99.8	47.6	-2.1	-1.8	-3.1
c1ccc(C2C/C(=N\N3CCOCC3)c3ccccc3O2)cc1 (configuration not stated)	-6.7	-1.2	·	11.2	-4.8	-13.4	98.3	·	-11.1	-0.1	-1.4
Cc1cc(NN)nc(Cc2ccccc2)n1	35.4	-8.6	-2.9	5.3	2.8	1.3	94.0	2.9	-2.0	-1.2	-0.6
CC12CCC(=O)N1C(C(=O)OCC(=O)Nc1cccc(Br)c1)CS2 (configuration not stated)	-18.8	0.3	3.8	-8.4	-20.4	9.2	114.4	-3.8	-10.6	0.2	-0.6
COCCN(C(=O)c1cc(Cl)ccn1)c1c(N)n(Cc2ccccc2)c(=O)[nH]c1=O	·	-4.7	-5.7	2.4	18.4	13.6	107.5	5.7	7.9	-2.2	-4.7
CCCCOc1ccc(-c2nc(=S)[nH][nH]2)cc1	7.9	1.0	3.0	36.9	13.9	-5.3	101.5	-3.0	-6.2	6.9	-1.0
CC1CCCCN1C(=O)COc1ccc(NC(=O)c2ccco2)cc1 (configuration not stated)	1.4	2.3	6.6	·	-0.6	8.8	89.8	-6.6	5.1	-0.2	-1.1
COc1ccc(NC(=O)COC(=O)c2ccc3ccccc3n2)cc1OC	5.3	-4.5	-11.4	8.7	-4.7	3.3	125.5	11.4	-13.4	1.5	-0.1
O=C(CSCC(=O)Nc1cccc([N+](=O)[O-])c1)Nc1ccccc1	-6.9	-3.4	-13.8	-2.4	-4.8	-10.9	107.3	13.8	0.6	-0.9	1.2
CCOc1ccccc1NC(=O)CCCc1ccc(OC)c(C)c1	138.6	-2.1	5.0	·	10.5	-5.5	122.5	-5.0	-1.0	0.0	-6.9
CCOc1cc(S(=O)(=O)N2CCOCC2)ccc1F	-5.4	1.8	-7.8	18.2	-3.4	9.9	95.5	7.8	-0.1	0.7	0.7
COc1ccc(-c2cc(C(=O)N/N=C/c3cccnc3)c3cc(C)cc(C)c3n2)cc1	-22.0	13.6	51.7	-2.6	7.0	-10.1	100.9	-51.7	-7.4	0.1	2.2

smiles	SUMO Mot1 rescue	dFosB activator	SR-BI HDL uptake	MITF act	Arrestin-AP2 inh	PKA-R2B activ	DSG3 Ab inh	SR-BI uptake up	PKA-R1A act	CDK5 p35 inh	NSD2 HMT inh
CC(=O)Nc1ccc(C(=O)NCCCSc2ccccc2)cc1	-6.8	-4.1	0.8	-7.4	1.4	-3.6	100.9	-0.8	-5.3	-2.5	0.7
O=C1NCCNC1c1ccccc1 (configuration not stated)	·	2.2	-5.3	14.7	42.8	-1.8	110.4	5.3	6.0	-0.9	0.3
CN(C)C(=O)NC1c2ccccc2-c2ccccc21	-9.0	5.4	11.3	-13.8	-2.5	-6.8	99.0	-11.3	-3.1	-1.7	1.7
CCN(CC(=O)Nc1cc(Cl)ccc1C)C(=O)CN1C(=O)NC(CC)(c2ccccc2)C1=O (configuration not stated)	-9.2	-1.4	-10.1	-5.4	-14.0	-4.2	103.2	10.1	-8.6	1.5	-1.4
COc1ccc(NS(=O)(=O)c2cccc(C(=O)NNC(=O)CN3C(=O)NC(C)(C)C3=O)c2)cc1	11.8	-9.1	·	4.6	-4.3	1.2	107.0	·	7.4	0.2	-0.6
Cc1ccc(CN(CC(=O)NCC2CCCO2)S(=O)(=O)c2ccc(C)cc2)cc1 (configuration not stated)	1.8	3.2	·	1.3	-9.3	-14.5	102.0	·	-2.2	1.7	-1.8
COc1ccc(S(=O)(=O)NCc2cccnc2)cc1C(=O)N1CCCCC1	-4.4	3.4	·	·	-8.3	7.6	124.9	·	-6.2	-0.6	39.2
Cc1cnc(NC(=O)c2cccc(S(=O)(=O)N3CC(C)OC(C)C3)c2)s1 (configuration not stated)	-16.8	-9.6	·	-6.4	7.2	2.1	101.2	·	-5.6	4.4	-2.3
COC(=O)C1=C(C)NC(=O)/C1=C\N(C)C	31.0	-3.9	-19.2	-5.3	24.1	-5.5	99.6	19.2	-2.0	1.0	-2.2
CC(=O)/C(=N\Nc1ccc(C)cc1)Sc1nncn1C	20.1	1.2	23.7	-19.9	-31.1	-5.6	98.6	-23.7	2.5	2.2	-2.0
Fc1ccc(Nc2nc(N3CCOCC3)nc(N3CCOCC3)n2)cc1	14.7	-2.3	68.0	12.8	19.2	0.0	·	-68.0	-1.4	-0.4	-8.7
CN(CC(=O)Nc1ccccc1Cl)C(=O)COC(=O)c1cc(S(=O)(=O)N(C)C)ccc1N1CCCC1	·	3.8	5.9	1.1	4.2	-6.0	99.3	-5.9	2.5	-1.4	3.3
Cc1ccc2c(c1)cc(CN(C(=O)N1CCOCC1)C1CCCC1)c1nnnn12	246.4	-6.3	-15.0	2.8	42.5	-4.8	97.5	15.0	2.5	-1.3	5.5
COc1ccc(C(=O)NC(=S)Nc2cc(C)ccn2)cc1[N+](=O)[O-]	-1.3	-4.4	11.9	46.4	9.2	2.5	121.6	-11.9	-1.1	-1.9	-0.4
CC(=O)N1c2ccccc2C(C)CC12CCCCC2 (configuration not stated)	-7.7	-1.0	-12.7	-1.7	-8.0	2.1	72.8	12.7	5.7	-1.2	14.8

smiles	SUMO Mot1 rescue	dFosB activator	SR-BI HDL uptake	MITF act	Arrestin-AP2 inh	PKA-R2B activ	DSG3 Ab inh	SR-BI uptake up	PKA-R1A act	CDK5 p35 inh	NSD2 HMT inh
Cc1cccc(NC(=O)c2ccc(COc3ccc4ccccc4c3)o2)n1	10.9	-10.9	-13.1	5.7	23.1	-9.5	83.9	13.1	1.4	-0.2	-32.4
Cc1ccc(C)c(OCC(=O)Nc2ccc(N3CCOCC3)cc2N2CCOCC2)c1	-6.0	-6.5	18.2	1.4	9.5	-7.6	99.0	-18.2	-4.5	0.1	1.3
Cc1cc(=O)c2n(Cc3ccccc3Cl)nc[n+]2[nH]1	-3.2	2.3	8.5	·	0.1	3.1	·	-8.5	-7.8	0.3	7.6
O=[N+]([O-])c1cc(N=Nc2ccc3ccccc3c2)ccc1O	-19.2	-4.6	23.3	55.2	52.6	-1.6	95.8	-23.3	-1.9	1.3	10.3
Nc1c(C(=O)N/N=C/c2ccc(F)cc2)oc2nc(-c3ccccc3)cc(-c3ccco3)c12	-26.6	-10.6	17.5	·	0.8	-0.8	·	-17.5	1.2	-0.5	0.4
O=c1[nH]c(=S)c2c(n1-c1ccccc1)CCC2	-7.0	2.1	-20.4	-0.7	15.2	2.8	102.3	20.4	0.0	0.3	-4.0
O=c1c2ccccc2nnn1CSc1nnc(-c2ccc3c(c2)OCO3)o1	12.5	-1.4	-14.1	·	23.8	-9.7	·	14.1	0.9	0.4	3.6
Cc1cc(C)n2nc(-c3ccccc3)cc2n1	-9.2	-13.8	19.6	11.7	-7.5	6.4	101.9	-19.5	2.1	-0.2	-3.6
O=C(NCCCn1ccnc1)c1ccc(NS(=O)(=O)c2ccc(Cl)c(Cl)c2)cc1	-19.5	-3.9	10.9	5.5	4.3	-2.3	106.6	-10.9	4.3	0.5	1.8
Cc1cc(=O)[nH]c2ccc(Cc3ccccc3)cc12	·	-1.6	7.3	-0.3	37.6	-1.1	93.8	-7.3	0.3	0.3	1.0
CCn1cc(C(=O)NCCc2ccccc2C)c(=O)c2ccc(C)nc21	2.8	-5.6	6.0	-5.6	46.0	-10.4	106.0	-6.0	0.9	-0.3	-0.2
O=C(O[C@H]1[C@H](Cc2ccccc2)NS(=O)(=O)[C@H]2C[C@@H]3C=C[C@]12O3)c1ccc([N+](=O)[O-])cc1	-7.7	-6.0	18.0	5.9	-0.4	-5.9	109.0	-18.0	-1.7	-2.0	·
O=C(Nc1ccc(CN2CCCCC2)cc1)c1sc2ccccc2c1Cl	97.0	-11.7	-2.8	15.3	-2.1	2.0	102.3	2.8	-9.6	1.1	0.0
O=C1CC(N(CCc2ccccc2)C(=S)Nc2cc(Cl)ccc2Cl)C(=O)N1c1c(Cl)cccc1Cl (configuration not stated)	193.8	9.9	-19.9	17.8	-0.9	-6.1	100.0	19.9	1.0	0.8	-0.3
COc1ccc(/C=C/C(=O)OCC(=O)c2ccccc2F)cc1	16.7	-11.5	0.6	24.9	29.7	-4.4	99.5	-0.6	3.6	1.2	-0.2
